# Assay outcomes as filed in PubChem BioAssay.
# ARNT TACC3 PPI = ARNT/TACC3 interaction disruption | AlphaScreen His-ARNT PAS-B/GST-TACC3 binding, luminescence; TACC3 fragment carries E629A point mutation | inhibition, % at 9.99 µM | 0.66% of 390,000 active | AID 623870;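 active means mean inhibition of replicates at least 50% and at least half of replicates each reaching 50%; inconclusive means half or more replicates reach 50% but mean below 50%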;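 further: 0% = complete ARNT plus TACC3 wells and 100% = ARNT alone without TACC3; many hits fall short of the cut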
# Cneo AK release = causes C. neoformans cell lysis; adenylate kinase release luminescence, 4 h; normalised: neutral wells 0, clomiphene wells 100; 0.2% of 360,000 active; lysis activity, % at 15 µM;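 active means mean lysis activity across replicates of at least 80%, whatever share of replicates individually reach that level; inactive means mean lysis activity below 80%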
#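 Assay system: log-phase C. neoformans yeast / Quantity: yeast cell density of 5 × 10^6 cells/mL / Medium: fresh YPD growth medium / Compound: single dose / Timing: static 4 h at 37 °C with compound, 1 h detection / Measured by: adenylate kinase release luminescence / Read-out: lysis from increased AK signal / Benchmarks: Clomiphene as positive lysis control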
# C2C12 statin = suppression of simvastatin myotoxicity; C2C12 myotubes + simvastatin, ATP luminescence, 48 h; scaled: DMSO 0, geranylgeraniol control 100; rescue of ATP level, % at 7.49 µM; 0.78% of 330,000 active; AID 602340;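 active means mean ATP rescue above about 67%, or every replicate alone reaching that limit, limit read from the data, passing the limit was not always enough; inconclusive means no clear call, values can overlap the other calls; inactive means mean under the limit and some replicate under it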;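 further: myotubes were challenged with 10 µM simvastatin during compound exposure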
# ERp5 block = ERp5 (human) disulfide isomerase inhibition. Q15084. ERp5 insulin aggregation, absorbance 650 nm, 90 min. inhibition, % at 9.99 µM. 0.05% of 350,000 active. AID 651711;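 active means mean replicate inhibition above about 25%, with every replicate also reaching it, limit read from the data, passing the limit was not always enough; inconclusive means only one of those two criteria met; inactive means neither criterion met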
# Target sequence (Q15084 whole entry, looked up): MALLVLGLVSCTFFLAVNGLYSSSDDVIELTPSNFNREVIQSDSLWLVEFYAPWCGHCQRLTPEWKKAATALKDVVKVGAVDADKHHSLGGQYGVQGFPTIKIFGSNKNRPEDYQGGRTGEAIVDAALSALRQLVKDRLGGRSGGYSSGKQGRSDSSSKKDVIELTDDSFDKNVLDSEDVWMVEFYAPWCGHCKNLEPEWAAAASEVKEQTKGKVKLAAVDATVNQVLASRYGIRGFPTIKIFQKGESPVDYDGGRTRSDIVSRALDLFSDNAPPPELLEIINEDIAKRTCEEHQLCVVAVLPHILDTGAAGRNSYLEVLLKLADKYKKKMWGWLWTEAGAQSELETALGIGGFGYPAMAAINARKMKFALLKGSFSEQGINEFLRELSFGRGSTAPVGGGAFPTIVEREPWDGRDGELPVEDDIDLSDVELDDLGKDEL
# SIRT5 inh = inhibitors of human sirtuin-5 desuccinylase; 1.1% of 330,000 active; AID 652115; Purified SirT5, succinyl-peptide AMC, trypsin-coupled fluorescence; inhibition, % at 15 µM; Q9NXA8; in the data active means inhibition above about 15%; inconclusive means no clear call, values can overlap the other calls
# Target sequence (Q9NXA8 whole entry, looked up): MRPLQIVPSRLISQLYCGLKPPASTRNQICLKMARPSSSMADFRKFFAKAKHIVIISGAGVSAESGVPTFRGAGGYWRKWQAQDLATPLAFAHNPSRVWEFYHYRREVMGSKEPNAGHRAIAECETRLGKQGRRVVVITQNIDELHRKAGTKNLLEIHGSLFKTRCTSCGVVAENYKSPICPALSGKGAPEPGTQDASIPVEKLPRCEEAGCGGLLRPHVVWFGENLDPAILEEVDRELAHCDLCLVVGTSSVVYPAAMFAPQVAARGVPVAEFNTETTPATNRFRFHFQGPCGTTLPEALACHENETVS
# esBAF inh = SWI/SNF esBAF complex inhibition. 2% of 350,000 active. mouse ES cells, Bmi1-luciferase knock-in reporter, 24 h; 100% = twice the neutral-well signal. reporter increase, % at 12.5 µM; in the data active means activation above about 40%; inconclusive means no clear call, values can overlap the other calls;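 further: 0% = median of the plate's neutral control wells and 100% = double that signal; a rise in the Bmi1 reporter signal indicates esBAF inhibition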
# miR-122 sensor = blocks miR-122 activity in Huh7 sensor cells. Huh7 miR-122 Renilla luciferase sensor, 48 h; neutral wells = 0, positive control = 100. activation (reporter increase), % at 12.5 µM. 0.3% of 340,000 active;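 active means mean replicate activation score at least 90 and every replicate individually at or above 90; inconclusive means only one of the two criteria met; inactive means neither criterion met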;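 further: higher luciferase means less miR-122 activity so hits act as miR-122 inhibitors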
# An asterisk follows results filed as active; ? = inconclusive; . = no result given; [ ] = dose if it differs, or a comment. Compounds were not picked by outcome. Share with any hit: about 4%.
no.	Molecule	esBAF inh	ERp5 block	SIRT5 inh	Cneo AK release	ARNT TACC3 PPI	C2C12 statin	miR-122 sensor
1	CC1CCN(CCCn2c(=S)[nH]c3ccccc3c2=O)CC1	-3	.	.	-1	-5	.	-3
2	CCCN1[C@@H]2Cn3c(ccc(-c4ccccc4)c3=O)[C@H]1[C@@H](C(=O)N1CCCCC1)[C@@H]2CO	1	-2	-4	-6	6	4	.
3	N#Cc1cccc(C#N)c1Oc1ccc(S(=O)(=O)Nc2ccccc2)cc1	-6	-3	-2	-2	1	12	13
4	O=C(CN1C(=O)S/C(=C/c2cccn2-c2ccc(O)cc2)C1=O)N1CCCC1	13	0	4	0	6	-2	-5
5	CCCOc1ccc(C2C3=C(CCCC3=O)N(CC(=O)O)C3=C2C(=O)CCC3)cc1OCC	1	0	5	0	-3	1	-3
6	CCc1nc2c(OCC(=O)c3ccc(Cl)cc3Cl)cccn2c1N(C)C(=O)COc1ccccc1	-1	-1	.	0	.	1	1
7	Nc1ccccc1SCC(=O)Nc1cccc2ccccc12	3	-2	-2	-1	-5	6	-2
8	OCCNc1ccc(Cl)cc1	23	.	.	1	1	2	.
9	CN1C(=O)c2cc(NC(=O)c3ccc(F)c(F)c3)ccc2OC[C@H]2O[C@H](CC(=O)N3CCOCC3)CC[C@@H]21	-6	0	1	0	-1	-27	20[16.7 µM]
10	CC(C)NC(=O)N[C@H]1C=C[C@@H](CC(=O)NCc2ccc(Oc3ccccc3)cc2)O[C@@H]1CO	6	-2	-4	-3	-6	3	.
11	COCc1cc(C(C)=O)ccc1OCC(=O)Nc1ccc(NC(C)=O)cc1	.	-1	2	.	5	.	.
12	Cc1nc2ccc(C(=O)OCc3nnc(-c4ccc(Br)cc4)o3)cc2nc1C	4	-3	1	1	-4	-6	1
13	COc1cc(C2C3=C(CCCC3=O)Nc3[nH]n(-c4ccccc4)c(=O)c32)cc(OC)c1OC (stereo unspecified)	.	5	2	.	-6	.	.
14	CCS(=O)(=O)c1nc(S(=O)(=O)c2ccc(C)cc2)c(N2CC(C)CC(C)C2)s1 (stereo unspecified)	-2	-4	-7	-1	7	8	17
15	O=C(NCc1cccnc1)c1cccc(OC2CCN(Cc3ccc(CO)o3)CC2)c1	1	2	-2	2	1	-1	1
16	COc1ccc(CN(C)C(=O)c2cc(-c3ccc(C)cc3C)nc3ccccc23)c(OC)c1OC	2	-8	-2	1	13	-17	5
17	CCC(C)(C)NC(=O)C(c1cccn1C)N(C(=O)Cn1nnc2ccccc21)c1ccc(F)cc1 (stereo unspecified)	-7	.	.	-4	-1	5	-5
18	COCCCN1C(=O)C(O)=C(C(C)=O)C1c1cccc(F)c1 (stereo unspecified)	-4	.	.	1	-2	5	0
19	CCCN1[C@@H]2c3cccc(=O)n3C[C@@H]2[C@@H](CO)[C@@H]1C(=O)N1CCCCC1	-1	-2	1	-1	11	-4	5[16.7 µM]
20	Cc1cc(NC(=O)c2ccc(NC(=O)c3cccs3)cc2)no1	17	.	.	11	4	.	2
21	CC(=O)c1cccc(NC(=O)CN(C)S(=O)(=O)c2ccc3c(c2)CC(C)N3C(C)=O)c1 (stereo unspecified)	-6	4	-2	4	-22	-4	0
22	O=C(C[C@H]1CC[C@H](NC(=O)C2CC2)[C@@H](CO)O1)NC1CCC1	-4	-1	-3	0	-13	-6	12[16.7 µM]
23	O=C(Cc1ccc(Cl)cc1)Nc1ccc(-c2nnc(-c3ccco3)o2)cc1	22	.	.	-4	-5	-20	-3
24	Cc1ccnc(NC(=O)CSc2ccc3c(c2)OCCO3)c1	31	-2	0	-2	-13	-3	-3
25	CC#CCN(Cc1ccco1)C(=O)C1CCC(=O)N(Cc2ccccc2F)C1 (stereo unspecified)	14	2	1	2	-2	-9	-5
26	COc1ccccc1N(CC(O)COc1c(C)cc(C)cc1C)S(=O)(=O)c1ccccc1 (stereo unspecified)	.	-6	8	2	2	.	2
27	O=C(NC1CCCCCCC1)c1cccc(Cl)c1	60*	2	-11	-3	0	-4	-3
28	Cc1ccc(S(=O)(=O)NC2CCCC(C(=O)O)C2)cc1 (stereo unspecified)	0	.	.	-1	-7	-16	-2
29	COc1ccc(CNC(=O)[C@H](Cc2c[nH]c3ccccc23)NC(C)=O)cc1OC	3	-1	-1	0	0	-3	6
30	Cc1csc2ncc(C(=O)Nc3ccccc3Cl)c(=O)n12	?	-4	-2	0	0	21	6

# Entries listed above that bear a hit mark in esBAF inh.
item	Structure	esBAF inh	ERp5 block	SIRT5 inh	ARNT TACC3 PPI	miR-122 sensor
27	O=C(NC1CCCCCCC1)c1cccc(Cl)c1	60*	2	-11	0	-3

# Among those listed so far, these contain an NH in an aromatic ring:
no.	Molecule	esBAF inh	ERp5 block	SIRT5 inh	Cneo AK release	ARNT TACC3 PPI	C2C12 statin	miR-122 sensor
1	CC1CCN(CCCn2c(=S)[nH]c3ccccc3c2=O)CC1	-3	.	.	-1	-5	.	-3
13	COc1cc(C2C3=C(CCCC3=O)Nc3[nH]n(-c4ccccc4)c(=O)c32)cc(OC)c1OC (stereo unspecified)	.	5	2	.	-6	.	.
29	COc1ccc(CNC(=O)[C@H](Cc2c[nH]c3ccccc23)NC(C)=O)cc1OC	3	-1	-1	0	0	-3	6

# The listing picks up, starting two compounds before the break.
no.	Molecule	esBAF inh	ERp5 block	SIRT5 inh	Cneo AK release	ARNT TACC3 PPI	C2C12 statin	miR-122 sensor
29	COc1ccc(CNC(=O)[C@H](Cc2c[nH]c3ccccc23)NC(C)=O)cc1OC	3	-1	-1	0	0	-3	6
30	Cc1csc2ncc(C(=O)Nc3ccccc3Cl)c(=O)n12	?	-4	-2	0	0	21	6
31	O=C(c1cccc(Br)c1)c1nc2ccccc2[nH]c1=O	-1	2	-1	-2	.	-10	-3
32	COCCn1c(CN(Cc2ccccc2)Cc2ccccc2)nc2c1c(=O)n(C)c(=O)n2C	13	.	.	-4	-1	31	-2
33	CCc1ccccc1NC(=O)CSc1nc2ccccc2n1CC(=O)N(C)C	-12	.	.	-1	-4	3	-5
34	O=C(Nc1ccccc1F)N1[C@H](CO)[C@@H]2c3ccccc3NC[C@@H]21	63*	-2	-4	-3	-6	31	-42[16.7 µM]
35	CC12CCC(C(=O)N(CC(=O)O)C1=O)C2(C)C (stereo unspecified)	-2	4	-3	-2	2	-3	-2
36	CCCN(CC1CC1)C(=O)COC(=O)c1ccc2c(c1)C(=O)N(c1ccc(OCC)cc1)C2=O	.	-2	-1	.	2	.	.
37	O=C(NCCOc1ccc(Cl)cc1)C1CC(=O)N(c2ccc(F)cc2)C1 (stereo unspecified)	-6	-4	-3	2	-29	21	-1
38	CCCNC(=O)Nc1cccc(NC(C)=O)c1	-4	0	-2	13	-6	-2	-1
39	CN(C)C(=O)C[C@H]1C[C@H]2c3cc(NC(=O)NC4CCCCC4)ccc3O[C@H]2[C@@H](CO)O1	-2	-2	-2	-2	-7	6	-4[16.7 µM]
40	O=C(NCc1cccc(C(F)(F)F)c1)C1CC(c2cccc(F)c2)=NO1 (stereo unspecified)	6	1	-1	-3	-2	-9	-5
41	Cc1ccc(C(=O)OCC(=O)N2C(C)CCCC2C)cc1S(=O)(=O)N1CCCCC1 (stereo unspecified)	.	-2	9	.	-3	.	.
42	CCOc1ccc(Nc2nnc(Cc3ccc(OC)cc3)c(=O)[nH]2)cc1	.	1	-2	.	-7	.	.
43	Cn1cccc1/C=C1\SC(=S)N(NC(=O)c2cccc(Cl)c2)C1=O	.	3	1	.	15	.	.
44	CC(C)NC(=O)N(C)C[C@H]1Oc2ncc(C#Cc3ccc(F)cc3)cc2C(=O)N([C@@H](C)CO)C[C@@H]1C	2	0	0	-3	-2	-22	-3[16.7 µM]
45	Cc1noc(C)c1NC(=O)Nc1ccc2c(c1)C(=O)N([C@H](C)CO)C[C@@H](C)[C@@H](CN(C)S(=O)(=O)c1cn(C)cn1)O2	3	0	0	1	1	-6	-10[16.7 µM]
46	COc1cccc(CN2CC(C(=O)NCc3ncc(C)[nH]3)CCC2=O)c1 (stereo unspecified)	.	0	-2	0	-2	.	3
47	C[C@H]1CCCCO[C@H](CN(C)C(=O)Nc2ccc(F)cc2)[C@@H](C)CN([C@@H](C)CO)C(=O)c2cc(NC(=O)CCC(F)(F)F)ccc2O1	2	3	2	-7	-2	.	7[16.7 µM]
48	Brc1ccc(-c2ncc3ccccn23)cc1	6	-1	0	-1	-1	8	1
49	NC(=O)C1CCN(C(=O)c2ccc3c(=O)n(Cc4cccc(Br)c4)c(=S)[nH]c3c2)CC1	-3	-2	2	-2	3	2	.
50	O=C(COc1ccc2ccccc2c1)Nc1cccnc1Cl	2	3	1	-1	3	4	.
51	C[C@@H]1CN([C@@H](C)CO)S(=O)(=O)c2ccc(-c3ccccc3)cc2O[C@@H]1CN(C)C(=O)Cc1ccccc1	0	0	7	-11	6	-83	-17[16.7 µM]
52	COc1ccc2nccc(/C=C/c3ccnc4ccc(OC)cc34)c2c1	-2	1	-1	3	.	4	-1
53	COc1ccc(C)cc1NC(=O)C(NC(=O)c1cc(OC)c(OC)c(OC)c1)C(C)C (stereo unspecified)	.	-1	-4	.	-8	.	.
54	CNC[C@H]1Oc2ccc(NC(=O)Cn3cnnn3)cc2CC(=O)N([C@@H](C)CO)C[C@@H]1C	4	1	-3	-2	0	3	3[16.7 µM]
55	COc1ccccc1S(=O)(=O)N[C@H]1CC[C@H](CCNC(=O)C2CCC2)O[C@@H]1CO	-2	-12	0	-2	-1	-1	.
56	O=C(/C=C/c1ccccc1Cl)N(c1ccccn1)C1CCCCC1	.	.	.	2	-9	.	3
57	O=C(O/N=C1\CCS(=O)(=O)c2sccc21)c1ccccc1	-1	.	.	-1	-8	0	170*
58	CN(C)CC(=O)Nc1ccc2c(c1)[C@@H]1C[C@@H](CC(=O)N(C)C)O[C@@H](CO)[C@@H]1O2	0	3	-8	-5	4	7	1[16.7 µM]

# Along the list, quoted from above.
# ARNT TACC3 PPI for entries 42 to 45: -7, 15, -2, 1
